Compound activity: PubChem, National Center for Advancing Translational Sciences (NCATS)
D1 potentiator – human D1 dopamine receptor positive modulation | HEK293 TREx D1 cells, calcium flux, dopamine EC20 potentiation | potentiation, % at 10 µM | hit rate 0.036% among 360,000 | AID 504651; in the data active means potentiation above about 30%; further: 0% is about no effect
Target sequence (P21728 whole entry, looked up): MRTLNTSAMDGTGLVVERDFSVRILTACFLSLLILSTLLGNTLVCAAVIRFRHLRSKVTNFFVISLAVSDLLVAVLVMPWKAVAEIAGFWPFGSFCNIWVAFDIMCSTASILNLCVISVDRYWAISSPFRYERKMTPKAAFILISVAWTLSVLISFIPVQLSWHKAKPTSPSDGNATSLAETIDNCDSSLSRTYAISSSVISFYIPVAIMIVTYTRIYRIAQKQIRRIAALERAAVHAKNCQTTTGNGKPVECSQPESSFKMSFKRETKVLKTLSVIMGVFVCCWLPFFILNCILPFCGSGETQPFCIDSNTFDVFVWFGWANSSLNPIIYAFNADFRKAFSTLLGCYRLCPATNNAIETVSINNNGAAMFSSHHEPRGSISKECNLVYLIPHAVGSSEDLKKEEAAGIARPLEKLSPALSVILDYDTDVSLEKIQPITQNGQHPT
D1 agonist – human D1 receptor agonism | P21728 | HEK293 T-REx D1 cells, calcium flux, agonist mode | activation, % at 2 µM | hit rate 1% among 360,000 | AID 504660; further: 0% is about no effect
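Tetracycline-induced HEK293 TREx D1 cells, force-coupled to calcium signalling, were dye-loaded with a no-wash calcium kit. Compound was pin-added after a 10 s baseline. Fluorescence was read kinetically at 1 cycle/s for 180 s, with calcium rises flagged as agonism.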
D1 antag – antagonists of human D1 dopamine receptor; activity change, negative = inhibition, % at 10 µM; HEK293 TREx D1 cells, calcium flux, dopamine EC80; hits give low values; P21728; hit rate 3.2% among 360,000; in the data active means activity change below about -30%; further: on the % scale 0 is the no-effect control and ±100 the full control effect
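After overnight tetracycline induction at 30 C, force-coupled D1 HEK293 cells took up a no-wash calcium dye at room temperature. Compounds were added and monitored 180 s, and the response to EC80 dopamine was then recorded.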
D2 agonist – D2 dopamine receptor (human) agonism; P14416; HEK293 T-REx D2 cells, calcium flux agonist mode; activation, % at 2 µM; hit rate 0.53% among 340,000;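 active means activation over 3 SD above normal in the single-dose calcium agonist read, cut at about 30% in these data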; further: 0% is about no effect
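HEK293 Trex D2 cells, tetracycline-induced, o/n 30 C 5% CO2; no-wash Ca dye, RT 30–90 min; 10-cycle baseline, 23 nl cpd added, kinetic Ca read 180 s; agonist hits = positive Ca response.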
D2 potentiator – positively modulates the human D2 dopamine receptor allosterically. P14416. HEK293 T-REx D2, calcium flux, EC20 dopamine potentiation. potentiation, % at 10 µM. hit rate 0.34% among 340,000. AID 485347;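 active means potentiation over 3 SD above the plate norm, cut at about 30% in these data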; further: 0% is about no effect
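Calcium flux readout, no-wash dye, 1 read/s. Inducible HEK293 Trex D2 line, overnight 30 C. Compound alone 180 s (agonist flags), then EC20 dopamine, another 180 s to score potentiation.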
RXFP1 antag – blocks the human relaxin receptor RXFP1; Q9HBX9; HEK293-RXFP1, relaxin-stimulated cAMP HTRF, 30 min; hits give low values; activity change, negative = inhibition, % at 57.5 µM; hit rate 0.59% among 350,000; AID 1259400;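 active means activity change of -60% or lower, but not beyond a set lower limit; inconclusive means change between -60% and -40%, or beyond the set limit; inactive means change above -40%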; further: on the % scale 0 is the no-effect control and ±100 the full control effect
TRHR agonist – agonists of human TRH receptor; P34981; TRHR cells, calcium flux fluo-8, FDSS agonist mode; activation, % at 2 µM; hit rate 0.18% among 360,000; further: 0% is about no effect
Target sequence (P34981 whole entry, looked up): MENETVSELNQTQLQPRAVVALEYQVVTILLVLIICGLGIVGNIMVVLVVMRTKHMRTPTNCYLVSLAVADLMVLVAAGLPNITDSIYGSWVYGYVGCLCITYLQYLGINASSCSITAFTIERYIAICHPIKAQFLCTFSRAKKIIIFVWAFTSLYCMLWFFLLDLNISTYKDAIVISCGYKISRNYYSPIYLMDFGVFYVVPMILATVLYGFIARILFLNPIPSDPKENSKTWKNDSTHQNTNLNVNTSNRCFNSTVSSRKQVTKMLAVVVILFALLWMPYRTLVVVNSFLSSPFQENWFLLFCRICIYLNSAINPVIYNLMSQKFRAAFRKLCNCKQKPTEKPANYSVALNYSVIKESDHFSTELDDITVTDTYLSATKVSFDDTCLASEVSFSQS
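TRHR-expressing cells loaded with fluo-8 calcium dye; 23 nL library compound pin-transferred, kinetic FDSS fluorescence (Ex 480/Em 530) recorded about 180 s for agonist-induced calcium release, before a 10 nM TRH EC20 addition for potentiator mode.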
D2 antag – D2 dopamine receptor (human) antagonism | P14416 | HEK293 TREx D2 cells, calcium flux, dopamine EC80 | inhibition, % at 10 µM | hit rate 2% among 340,000; in the data active means inhibition above about 30%; further: 0% is about no effect
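HEK293 T-REx D2 cells, tet-induced, calcium dye no-wash. Cpd pintool add, 180 s kinetic, then EC80 DA, 180 s kinetic. Ca flux read.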
TRHR enhancer – allosterically enhances the human TRH receptor; enhancement, % at 2 µM; TRHR cells, fluo-8 calcium fluorescence, EC20 TRH enhancement; hit rate 0.66% among 360,000; P34981; AID 493056; in the data active means enhancement above about 30%; further: 0% is about no effect
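Enhancer read-out: after compound pinning and an initial kinetic agonist-mode read, an EC20 of TRH (10 nM final) was injected and fluo-8 calcium signal (Ex 480/Em 530) followed at 1 s/cycle for 100 cycles in TRHR-expressing cells.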
An asterisk follows results filed as active; ? = inconclusive; nt = not tested or not shown; & = joins results of further samples. Unless noted, no stated cut-off is given here; in the data, active means activation above about 30%; inactive means the rest. Compounds were not picked by outcome, and some 7.1% of all compounds hit somewhere here.

1) O=C(c1c(O)cc(O)cc1O)C1c2c(cc(O)c3c2O[C@H](c2ccc(O)cc2)[C@@H](O)C3)OC1c1ccc(O)cc1 (some centres undefined)
2) Cc1ccn2c(=O)nc(SCC(=O)N3CCCC3)nc2c1
3) O=[N+]([O-])c1ccc(N2CCN(c3ccc(F)cc3)CC2)cc1
4) CCc1ccc(CN(C)Cc2nc(Cc3ccccc3)no2)nc1
5) COc1ccc(/C=N/NC(=O)c2nc(-c3ccccc3)cc(-c3ccccc3)n2)cc1O
6) Cc1cccc(Nc2nnc(SCC(=O)Nc3ccccc3[N+](=O)[O-])s2)c1C

Compound	1	2	3	4	5	6
D1 potentiator	4	2	1	5	-6	-1
D1 agonist	3	6	1	0	1	1
D1 antag	17	7	-11	-1	-6	1
D2 agonist	nt	1.0	-0.4	0.5	-1.1	-0.7
D2 potentiator	nt	-7	-12	-2	-21	-5
RXFP1 antag	nt	-7	3	3	nt	-10
TRHR agonist	-0.1	2.0	1.4	1.3	-0.4	-0.9
D2 antag	nt	15	4	21	2	0
TRHR enhancer	25	-9	-1	-4	-4	-10

7) CN(C)CCCO/N=C(\c1ccccc1)c1ccncc1
8) COc1cccc(NC(=S)N/N=C2\CC(C)(C)Oc3ccc(O)cc32)c1
9) COC(=O)c1ccc(CNC(=O)/C=C/c2cc([N+](=O)[O-])ccc2OC(F)F)cc1
10) CCNC(=S)NNC(=O)C(c1ccccc1)c1ccccc1
11) Cc1cc(C)c(OCC(=O)OCC(=O)N2CCc3ccccc3C2)c(C)c1
12) O=C(Nc1ccnn1C1CCN(C(=O)CCc2ccc(F)cc2)CC1)C1CCOC1 (centres undefined)

Compound	7	8	9	10	11	12
D1 potentiator	-6	-4	0	-3	-4	1
D1 agonist	1	0	2	4	0	9
D1 antag	3	-8	-1	1	-1	0
D2 agonist	0.5	1.3	-1.3	0.0	0.0	-0.4
D2 potentiator	-15	5	4	10	5	1
RXFP1 antag	-3	3	1	-11	-1	-10
TRHR agonist	0.9	0.2	-0.4	-0.9	0.8	-0.1
D2 antag	10	-9	-10	-7	-1	-2
TRHR enhancer	-3	-2	-2	2	5	-2

Profiles, looked up by structure. Order of screens: D1 potentiator, D1 agonist, D1 antag, D2 agonist, D2 potentiator, RXFP1 antag, TRHR agonist, D2 antag, TRHR enhancer
COC(=O)c1ccc(CNC(=O)/C=C/c2cc([N+](=O)[O-])ccc2OC(F)F)cc1 is listed with 0, 2, -1, -1.3, 4, 1, -0.4, -10, -2
CN(C)CCCO/N=C(\c1ccccc1)c1ccncc1 is listed with -6, 1, 3, 0.5, -15, -3, 0.9, 10, -3

Continued.
13) COC(=O)c1ccccc1NC(=O)COC(C)=O
14) CC(C#N)(NC(=O)CN1CCN(S(=O)(=O)c2ccccc2C#N)CC1)C1CC1 (centres undefined)
15) CC(C)CC(=O)Nc1nnc(S(=O)(=O)N2c3ccccc3CC2C)s1 (centres undefined)
16) CCOC(=O)c1nnn(-c2nonc2N)c1CN(C)Cc1ccccc1
17) c1ccc2nc(-c3nc4ccccc4o3)ccc2c1
18) CCn1c(=NC(=O)c2cccc(N3C(=O)CCC3=O)c2)sc2c(OC)ccc(OC)c21

Compound	13	14	15	16	17	18
D1 potentiator	-3	1	2&0	0	1	-5
D1 agonist	1	3	1&0	1	8	2
D1 antag	-3	4	4&10	7	-2	-1
D2 agonist	-1.1	0.0	-0.4&-1.1	0.1	nt	0.1
D2 potentiator	1	25	0&5	-3	nt	2
RXFP1 antag	-1	-5	-3	-11	-3	3
TRHR agonist	-0.1	0.6	2.2&0.1	-0.1	-0.6	-0.1
D2 antag	2	-8	8	-44	nt	-8
TRHR enhancer	5	-2	12&4	2	-9	-6

19) Cn1c(NC(=O)c2ccc(F)cc2)c(-c2cccs2)c(=O)c2ccccc21
20) CCOC(=O)C(C)Sc1nnc(Cc2cc(=O)[nH]c(=O)[nH]2)n1-c1ccc(OCC)cc1 (centres undefined)
21) O=C(N1CCCCC1)N1CCN(S(=O)(=O)c2ccc(Cl)cc2)CC1
22) COc1ccc(NC(=O)CCc2nnc3n(CC(C)C)c(=O)c4ccccc4n23)cc1
23) Clc1ccc(Cl)c(OCCCCN2CCNCC2)c1
24) COC(=O)c1c(NC(=O)CN2C(=O)c3ccccc3C2=O)sc(Cc2ccc3c(c2)OCO3)c1C

Compound	19	20	21	22	23	24
D1 potentiator	-4	11	6	0	-4	-2
D1 agonist	0	3	3	-1	11	2
D1 antag	19	3	2	3	10	6
D2 agonist	-0.1	-0.6	nt	0.4	0.3	0.5
D2 potentiator	-1	-27	nt	15	-22	0
RXFP1 antag	6	nt	4	3	-17	1
TRHR agonist	-1.0	0.4	-0.1	-0.2	1.0	0.3
D2 antag	9	8	nt	nt	-8	-6
TRHR enhancer	17	-4	-6	2	3	-6

The last 2 entries of the section before open the next one.
23) Clc1ccc(Cl)c(OCCCCN2CCNCC2)c1
24) COC(=O)c1c(NC(=O)CN2C(=O)c3ccccc3C2=O)sc(Cc2ccc3c(c2)OCO3)c1C
25) CCc1ccc(-c2cc(C)no2)cc1S(=O)(=O)Nc1cc(C)on1
26) COc1ccccc1C(=O)NCCC(=O)N1CCCC(C)C1 (centres undefined)
27) Cc1ccc(CCNC(=O)c2cccc(NC3=NC4CS(=O)(=O)CC4S3)c2)cc1 (centres undefined)
28) Cc1cnc(NC(=O)c2ccccn2)s1
29) O=C(NNS(=O)(=O)c1ccc([N+](=O)[O-])cc1)c1ccc([N+](=O)[O-])cc1
30) Cc1cccc(/C(N)=N/OC(=O)c2ccco2)c1

Compound	23	24	25	26	27	28	29	30
D1 potentiator	-4	-2	-5	-4	6	0	-4	-1
D1 agonist	11	2	3	1	1	1	1	1
D1 antag	10	6	2	-11	5	-12	-10	-12
D2 agonist	0.3	0.5	0.1	0.9	0.4	1.1	1.4	0.5
D2 potentiator	-22	0	1	7	15	-1	-9	-4
RXFP1 antag	-17	1	-7	7	6	?	-4	-5
TRHR agonist	1.0	0.3	-0.4	0.1	0.1	0.6	0.9	1.1
D2 antag	-8	-6	-14	4	-6	4	3	1
TRHR enhancer	3	-6	-5	2	-3	3	-9	0

31) CC(=O)c1ccc(S(=O)(=O)NCCCC(=O)NCCc2ccccn2)cc1
32) COc1cccc(C(=O)OCC(=O)NCCNC(=O)COC(=O)c2cccc(OC)c2OC)c1OC
33) Cc1ccc(S(=O)(=O)N2CCN(C(=O)COC(=O)Cc3ccc(F)cc3)CC2)c(C)c1
34) COC(=O)c1ccc(NC(=O)CSc2nnc(CNc3ccc(OC)cc3)n2C)cc1
35) O=C(CCCn1c(=S)[nH]c2cc3c(cc2c1=O)OCO3)N1CCN(c2ccc(F)cc2)CC1
36) O=C(Nc1ccccc1N1CCOCC1)c1ccccc1[N+](=O)[O-]

Compound	31	32	33	34	35	36
D1 potentiator	11	-5	5	1	-2	-8
D1 agonist	1	2	1	3	2	8
D1 antag	2	8	-3	41	-16	-1
D2 agonist	-0.2	0.0	0.4	0.4	-0.8	-0.3
D2 potentiator	3	6	8	-14	7	22
RXFP1 antag	9	-12	-7	6	-1	-1
TRHR agonist	-0.1	-0.1	-0.1	0.2	0.5	-1.1
D2 antag	6	-2	-14	-1	10	9
TRHR enhancer	10	13	10	2	8	13

37) CC(=O)c1ccc(N2CCN(S(=O)(=O)c3ccccc3)CC2)c(F)c1
38) CSc1ccc(CCNC(=O)c2nn(C)c3c2CS(=O)(=O)c2ccccc2-3)cc1
39) Cc1ccc(NC(=O)CNCCCN2CCOCC2)cc1S(=O)(=O)N1CCCCC1
40) CCOc1ccc(NC(=O)CN(C)C(=O)c2c(C)nn(-c3ccccc3)c2Cl)cc1OCC
41) CCn1c(CN2CCCCC2)nc2cc(NC(=O)COc3ccc(C(C)(C)C)cc3)ccc21
42) Cc1cc(NC(=O)Cc2cccs2)no1

Compound	37	38	39	40	41	42
D1 potentiator	-4	-10	2	-1	-1	-3
D1 agonist	8	6	5	1	4	2
D1 antag	-5	0	-9	1	-12	3
D2 agonist	1.0	-0.4	0.2	-0.5	-1.6	0.0
D2 potentiator	-1	6	2	-5	-32	0
RXFP1 antag	-23	4	-1	0	-6	-2
TRHR agonist	0.2	-0.3	0.6	0.1	0.5	0.4
D2 antag	3	-15	3	-11	nt	12
TRHR enhancer	-7	-4	2	0	1	2

43) NC(N)=NS(=O)(=O)c1ccc(N/C=C/C(=O)c2ccc(Cl)c(Cl)c2)cc1
44) Cc1ccccc1NC(=O)c1c(C)nc(SCC(=O)OCc2ccccc2)c(C#N)c1-c1ccc(F)cc1
45) CCN1CCN(S(=O)(=O)c2ccc(Cl)c(C(=O)Nc3ccccc3N3CCCCC3)c2)CC1
46) O=C(CSc1nnc(Nc2ccccc2)s1)NCc1cccs1
47) Cc1cccc(-c2nc(CN3CCN(Cc4cccc(F)c4)CC3)c(C)o2)c1
48) Cc1ccc(C(=O)N(C)Cc2ccc(N3CCOCC3)cc2)cc1S(=O)(=O)NCc1ccccc1

Compound	43	44	45	46	47	48
D1 potentiator	-2	-5	-6	-3	-5	-3
D1 agonist	3	2	4	0	2	1
D1 antag	3	1	23	-4	1	9
D2 agonist	0.4	1.1	-0.8	-0.4	-3.1	0.1
D2 potentiator	0	14	-2	-7	-3	11
RXFP1 antag	-1	-1	-24	24	-8	0
TRHR agonist	0.4	1.9	-0.1	-0.9	0.0	0.0
D2 antag	-9	-7	7	-5	-19	-3
TRHR enhancer	21	-2	-2	-1	31*	-4

49) CCN(CC(=O)NCc1ccc(Cl)cc1)C(=O)CSc1ccc(F)cc1
50) O=C(Nc1ccc2oc(-c3ccc4ccccc4c3)nc2c1)c1ccc2c(c1)OCCO2
51) CCOC(=O)C1CCN(S(=O)(=O)c2c(C)n[nH]c2C)CC1
52) O=C(NCc1ccccc1)C1COc2ccccc2O1 (centres undefined)
53) CC(=O)c1cccc(CN2CCN(Cc3ccc(C)cc3)C(CCO)C2)c1 (centres undefined)
54) COc1ccc(OCC(=O)Sc2ccc(C)cc2)cc1

Compound	49	50	51	52	53	54
D1 potentiator	2	1	-6	1	9	-3
D1 agonist	6	2	4	0	4	0
D1 antag	19	-2	-8	2	-4	-2
D2 agonist	0.6	1.0	-0.9	-0.2	0.5	0.1
D2 potentiator	-4	9	0	-1	-27	1
RXFP1 antag	-10	15	0	-5	8	-18
TRHR agonist	0.2	0.1	-1.0	-0.2	0.1	0.0
D2 antag	-21	-1	-17	0	55*	-3
TRHR enhancer	-13	11	18	-1	-1	4

55) CCn1c(SCC(=O)N2CCCC2)nc2c(c1=O)SCC2
56) CCOc1ccc(Nc2sc(C(=O)c3cccc(OC)c3)c(N)c2S(=O)(=O)c2ccccc2)cc1
57) COc1ccc(NC(=O)CCn2cnnn2)cc1
58) CC(CN1CCOCC1)C(=O)O (centres undefined)

Compound	55	56	57	58
D1 potentiator	-4	7	0	-2
D1 agonist	11	28	3	0
D1 antag	12	27	6	-12
D2 agonist	2.9	1.1	0.1	nt
D2 potentiator	30	14	5	nt
RXFP1 antag	-15	nt	1	-1
TRHR agonist	-0.3	1.2	1.6	-0.2
D2 antag	-5	nt	nt	nt
TRHR enhancer	13	2	1	4
